Screens from PubChem.
Lipid droplet = modulators of hepatic lipid droplet formation. AML12 mouse hepatocytes, oleate lipid droplets, BODIPY imaging. inhibition, % at 6.5 µM. 0.4% of 240,000 active;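 active = lipid droplet intensity inhibited by at least 50%, with more than 500 cells counted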
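Assay system: AML12 hepatocytes (mouse) / Also added: 100 µM oleic acid challenge / Times: overnight treatment with compound plus oleate / Detection: high-content imaging of BODIPY-stained droplets and DAPI nuclei / Evaluation: % inhibition of lipid droplet signal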
MT stabilize HCS = microtubule stabilization, imaging screen | HeLa tubulin immunostaining HCS, 24 h; share of cells brighter than vehicle mean+2SD | % tubulin-high responders, % at 10 µM | 0.83% of 200,000 active | AID 2205;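 active = plate Z-score above 3 for both tubulin-high and condensed-nucleus cell shares, with cell loss under 80%, at 10 µM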;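 note: anti alpha tubulin signal scored within the nucleus-defined area of each cell; some results filed as inactive read as strong as hits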
bCat nuc transl = alters nuclear translocation of beta-catenin in HeLa cells; immunofluorescence imaging; nuclear translocation activity, % at 5 µM; 0.3% of 190,000 active; AID 1665;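 active = nuclear translocation activity above 50% at 5 µM, with a well cell count of 50 or more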;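 note: per-cell ratio of nuclear to cytoplasmic median beta-catenin stain intensity; plate controls were DMSO negative control for no effect and GSK-3 inhibitor IX positive control for full effect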
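Test system: human HeLa cells, native beta-catenin. Compound dosing: 5 µM primary single dose, 0.1% DMSO, 0.02–20 µM confirmation series. Incubation: compound exposure 24 h at 37°C. Detection: beta-catenin immunostaining with DAPI counterstain, 20x imaging, 6 fields/well. Read-out basis: Nuclear/cytoplasmic beta-catenin signal ratio, % activation.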
T cell HTS = modulates CD8 T cell binding to vesicles; calls only at 7 µM; 2C CD8+ T cell-vesicle binding, flow cytometry; stronger effect = lower value; 0.068% of 330,000 active;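 active = response, share of CD8 T cells binding vesicles, and their 90th percentile fluorescence all below set limits, cut at about 80% in these data, passing the limit was not always enough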
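System: murine 2C transgenic CD8+ T lymphocytes; also added: QL9-loaded Drosophila micro-vesicles; times: binding 1.5 h at 37 °C; measured by: flow cytometry, PE anti-B7-1 (FL2) versus Alexa647 anti-CD8 (FL8), PFA-fixed; control set: Peptide-free naked vesicles (low) and QL9 vesicles with 0.7% DMSO vehicle (high)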
Dynein cargo inh = dynein cargo transport inhibition; 0.47% of 220,000 active; AID 1381; z-score, hits read low; 3617.4 mouse cells, GR-EGFP nuclear translocation imaging; test concentration mostly 20 µM; stimulated with dexamethasone, 1 µM; stronger effect = lower value;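 active = plate z-score of nuclear minus cytoplasmic receptor signal below a set negative limit, without overly bright fluorescence or cell loss, cut at about -3.5 in these data, passing the limit was not always enough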;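 note: z-score of nuclear minus cytoplasmic ring GR-EGFP intensity difference per well; some compounds called inactive have numbers as strong as hits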
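Medium: Induction medium lacking tetracycline, stripped serum | Probe or stimulus: 1.0 µM final dexamethasone stimulus | Schedule: 48 h induction, then 1 h compound, then 30 min agonist, 37 °C | Signal: Automated 10x imaging of fixed Hoechst-stained cells | Evaluation: Per-cell GR-EGFP intensity, nucleus versus surrounding cytoplasmic ring, well-averaged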
Insulin prom up = MIN6 insulin promoter up-regulation | MIN6 insulin promoter-GFP reporter, high-content imaging; stronger effect = higher value | z-score at 5 µM | 0.3% of 190,000 active;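 active = z-score above 3 at 5 µM with at least 500 cells counted in the well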
TNAP activation fold = stimulation of alkaline phosphatase TNAP activity – biochemical, luminescent, no phosphate acceptor, uHTS, primary screen (AID 1001); purified TNAP, luminescent activation assay, no phosphate acceptor; higher activation fold means a stronger effect; activation fold at 20 µM, or EC50 in µM where a hit was titrated; 0.03% of 200,000 active; in the data active = activation fold from about 3, or a potency from the dose series; inactive = the rest, 99 in 100 with activation fold below about 1.6; note: many of its hits are not listed in these tables
human PMI inhibition = MPI enzyme activity inhibition – biochemical, fluorescence intensity, coupled assay, primary screen (AID 1209); purified PMI enzyme, coupled fluorescence intensity; higher % means a stronger effect; one-dose inhibition, % at 20 µM; IC50 in µM for titrated hits; 0.42% of 190,000 active; in the data active = inhibition above about 50%;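 note: plate controls were DMSO vehicle for no effect and wells lacking substrate for full effect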
Myeloid diff 2 = compounds promoting myeloid differentiation; calls only at 10 µM; 1% of 360,000 active; ER-HoxA9 myeloid progenitors, lysozyme-GFP differentiation, flow cytometry; AID 624256;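 active = normalized GFP-positive differentiation at or above the plate's own cutoff, the solvent-only control mean plus 3 SD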;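 note: cells exposed to compound for four days before flow analysis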
Dynein cargo inh cytoplasmic EGFP = second read-out of Dynein cargo inh, no call of its own (marks repeat the call); z-score; measured here: cytoplasmic GR-EGFP intensity; stronger effect = higher value
Dynein cargo inh nuclear GR-EGFP = recorded beside Dynein cargo inh, whose call it bears; z-score; measured here: nuclear GR-EGFP intensity;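 lower value marks the stronger effect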
Dynein cargo inh cell count = second read-out of Dynein cargo inh, no call of its own (marks repeat the call); z-score; measured here: cell count per field
Insulin prom up cell count = also measured in Insulin prom up; calls as there; cell count; measured here: cytotoxicity, nuclei count;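 total cells summed across four imaged fields per well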
Lipid droplet cells 6.5 µM = further read-out of Lipid droplet, marked with its call; cell count; measured here: cell count, cytotoxicity flag;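 cells counted across two imaged fields per well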
bCat nuc transl cell count 5 µM = also measured in bCat nuc transl; calls as there; cell count; measured here: cell count, cytotoxicity flag
T cell HTS vesicle-bound % = second read-out of T cell HTS, no call of its own (marks repeat the call); double positive events, %; measured here: CD8+ vesicle-bound cell fraction;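 binding gate set so that unloaded-vesicle control wells show 10% double positive cells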
MT stabilize HCS Hoechst-high % = second read-out of MT stabilize HCS, no call of its own (marks repeat the call); % Hoechst-high responders; measured here: nuclear condensation Hoechst responders;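 share of cells brighter than vehicle mean plus two SD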
MT stabilize HCS cytotoxicity % = recorded beside MT stabilize HCS, whose call it bears; toxicity, %; measured here: cytotoxicity by cell density;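 0% = mean cell density of plate MIN control wells and 100% = no cells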
Myeloid diff 2 GFP+ MAC1+ % = recorded beside Myeloid diff 2, whose call it bears; GFP+ MAC1+ double positive, %; measured here: differentiation confirmed by MAC1 staining
Active calls of the source: *; i = inactive; / = no result given.

The line under a structure holds: Lipid droplet	Lipid droplet cells 6.5 µM	MT stabilize HCS	MT stabilize HCS Hoechst-high %	MT stabilize HCS cytotoxicity %	bCat nuc transl	bCat nuc transl cell count 5 µM	T cell HTS	T cell HTS vesicle-bound %	Dynein cargo inh	Dynein cargo inh cytoplasmic EGFP	Dynein cargo inh nuclear GR-EGFP	Dynein cargo inh cell count	Insulin prom up	Insulin prom up cell count	TNAP activation fold	human PMI inhibition	Myeloid diff 2	Myeloid diff 2 GFP+ MAC1+ %
CCOC(=O)c1ccc(NC(=S)NCCc2ccc(OC)c(OC)c2)cc1
    -6	737	/	/	/	-0.3	1274	i	28	0.28	-0.28	-0.28	0.6	0.82	955	/	/	i	0.7
Cc1c(CNCc2cccs2)c(C(=O)O)c(C)n1Cc1ccccc1
    4	765	3.5	2.6	5.1	-0.1	986	i	7	0.33	-0.25	0.24	0.82	0.76	1119	1	12%	i	0.3
COc1ccccc1-c1nc(SCC(=O)NCC2CCCO2)c2c(=O)n(C)c(=O)n(C)c2n1 (stereo not drawn)
    -15	690	4.2	1.8	7.6	-0.1	1111	i	36	1.1	-0.24	0.76	-0.59	0.11	1229	1.1	-4%	/	/
COc1ccccc1-c1nn2c(-c3ccco3)nnc2s1
    /	/	/	/	/	3.2	1155	i	6	0.69	-0.19	1.2	-1.6	-1.8	1224	1.1	-15%	i	6.4
COCCOC(=O)C1=C(C)NC(=O)NC1c1ccc(-c2cc(Cl)ccc2Cl)o1 (stereo not drawn)
    -28	697	3.3	0.8	2.1	-3.7	1002	i	66	-1.4	-0.42	-0.52	3.2	0.59	1387	1	0%	i	0.1
O=C1CNC(=O)c2c(nc3n2CCC3)N1
    /	/	4.4	1.4	6.3	-0.4	1089	i	25	-0.27	-0.19	0.16	-0.12	-0.25	1209	1	-20%	i	3.8
Cc1cc(C(=O)NNC(=O)Nc2cccc(C(F)(F)F)c2)no1
    2	694	3.4	1.6	3.2	-2.0	1079	i	39	-0.059	-0.27	0.68	0.02	0.41	1616	1.7	-5%	i	0.3
COc1nccnc1NS(=O)(=O)c1ccc(NC(=S)NC(=O)c2ccccc2F)cc1
    0	618	5.4	2.8	8.4	-1.7	956	i	13	0.33	-0.19	0.33	-0.58	/	/	1.1	16%	i	0.5
COC(=O)c1cc2sccc2n1CC(=O)N1CCCc2ccccc21
    19	649	7.2	1.4	2.8	-2.0	1111	i	10	-0.39	0.73	0.17	0.031	0.29	1942	1.2	17%	i	6.4
Cc1ccc(-n2[nH]c(=O)c(-c3ccccn3)c2C)cc1
    -2	733	1.6	1.0	1.7	-1.6	975	i	46	-0.33	-0.27	-0.071	0.13	-0.12	1472	1.2	3%	i	0.2
O=C1CCN(C(=S)NCCc2ccccc2)CC1
    11	691	4.7	2.4	9.4	-2.5	1143	i	19	-0.58	-0.27	-0.014	-0.019	-0.65	1360	1.2	-5%	i	0.5
COc1cc(NC(=S)Nc2ccc(N(C)C(C)=O)cc2)cc(OC)c1
    6	693	2.3	1.5	7.6	-3.6	1110	i	18	-0.062	-0.31	-0.021	-0.27	0	1598	1.1	6%	i	0.2
O=C(O)c1ccc2c(c1)ncn2C1CCCCCC1
    10	684	2.9	1.5	2.7	-0.6	1071	i	16	0.14	-0.2	0.037	0.23	/	/	1	-16%	i	0.4
Cc1c(/C=C2\SC(=O)N(CC(=O)Nc3ccc4c(c3)OCO4)C2=O)c2ccccc2n1C
    /	/	26	8.7	29	-0.1	1255	i	46	0.24	-0.19	0.75	-0.17	0.55	1432	1	9%	i	9.3
Cc1csc(N(C(=O)CCNC(=O)c2ccc([N+](=O)[O-])cc2)c2ccccc2)n1
    8	772	1.7	2.9	13	1.0	867	i	26	-0.53	-0.031	0.094	-0.17	0.66	1320	1.1	14%	i	0.3
COC(=O)CSc1nnc(-c2cccnc2)n1-c1cccc(OC)c1
    /	/	4.2	2.4	5.7	-3.6	1028	i	33	-0.5	-0.32	-0.86	0.41	/	/	1.1	16%	i	6.1
Cc1c(Cl)cccc1NC(=O)CSCc1cc(=O)[nH][nH]1
    -7	710	3.9	3.0	5.4	/	/	i	10	-0.33	-0.21	-0.14	0.29	-1.1	1402	1.1	7%	i	6.8
COC(=O)c1ccc(OCC2c3cc(OC)c(OC)cc3CCN2C(C)=O)cc1 (stereo not drawn)
    3	680	3.7	2.4	12	0.4	1099	i	27	0.78	-0.22	0.038	0.15	-1.7	1365	1.1	-7%	i	0.2
CC1=C(C)CS(=O)N(c2ccc(S(N)(=O)=O)cc2)C1 (stereo not drawn)
    1	781	1.9	0.0	32	-5.3	1190	i	6	-1.7	1.4	-1.2	-2.3	-0.66	1169	1.1	10%	i	0.7
CCN1C(C)=C(C)S/C1=C1\SC(=S)N(N)C1=O
    -13	624	3.3	1.5	1.1	0.3	1508	i	24	-0.84	0.09	-0.5	0.93	1.1	1267	0.9	6%	i	0.5
Cn1cnnc1SCC(=O)n1c2ccccc2c2ccccc21
    /	/	3.0	2.2	6.7	-0.1	1269	i	46	-0.59	-0.23	-0.032	0.18	-0.62	1568	1	-11%	i	0.7
CC1(CCc2ccccc2)NC(=O)N(CC(=O)N2CC(=O)Nc3ccccc32)C1=O (stereo not drawn)
    -4	746	/	/	/	-2.6	974	i	12	-0.55	-0.3	-0.27	0.57	/	/	/	/	i	0.1
Cc1ccc(-n2[nH]c(C)c(C=Nc3ccc(C)cn3)c2=O)cc1
    6	706	3.1	1.3	1.3	-0.7	1149	i	10	-0.56	-0.18	-0.095	0.29	-0.19	1288	1.2	14%	i	5.1
CCn1c(SCC(=O)c2cc(C)n(CC3CCCO3)c2C)nc2ccccc21 (stereo not drawn)
    /	/	2.2	1.3	6.4	1.1	1161	i	37	1.2	-0.17	0.73	-1	-2	1110	1.2	-3%	i	0.6
CC(C)(C)NC(=O)COC(=O)c1ccc(S(=O)(=O)N2CCCCCC2)cc1
    /	/	5.1	4.0	4.6	-1.8	887	i	55	-0.15	-0.17	0.2	-0.35	0	1305	1	4%	i	0.7
CN(C)C(=S)NC(=O)C(c1ccccc1)c1ccccc1
    -2	661	2.3	1.8	10	-2.9	986	i	47	2.8	-0.28	1.2	-0.79	-0.25	1711	1.1	8%	i	0.3
Cc1ccccc1NS(=O)(=O)c1ccc(N2CCCC2=O)cc1
    /	/	37*	55*	35*	100*	346*	i	41	-0.16	-0.21	-0.21	0.36	0.2	912	1.1	2%	i	1.2
CCOc1ccc(NC(=O)CC(NCc2ccccn2)C(=O)O)cc1 (stereo not drawn)
    -4	675	5.0	2.8	6.1	0.4	1131	i	40	-0.95	-0.22	-0.45	0.26	-0.47	1318	1.7	14%	i	0.2
Cc1ccc2c(c1)CC1(CN2C)C(=O)OC2(CCCCC2)OC1=O
    /	/	1.9	1.5	4.9	-1.2	1125	i	12	0.19	-0.2	0.099	0.93	/	/	1.1	10%	i	0.8

Profiles, quoted from the list. Order of values: Lipid droplet	Lipid droplet cells 6.5 µM	MT stabilize HCS	MT stabilize HCS Hoechst-high %	MT stabilize HCS cytotoxicity %	bCat nuc transl	bCat nuc transl cell count 5 µM	T cell HTS	T cell HTS vesicle-bound %	Dynein cargo inh	Dynein cargo inh cytoplasmic EGFP	Dynein cargo inh nuclear GR-EGFP	Dynein cargo inh cell count	Insulin prom up	Insulin prom up cell count	TNAP activation fold	human PMI inhibition	Myeloid diff 2	Myeloid diff 2 GFP+ MAC1+ %
Shown for CC(C)(C)NC(=O)COC(=O)c1ccc(S(=O)(=O)N2CCCCCC2)cc1 : /	/	5.1	4.0	4.6	-1.8	887	i	55	-0.15	-0.17	0.2	-0.35	0	1305	1	4%	i	0.7
Shown for COc1ccccc1-c1nc(SCC(=O)NCC2CCCO2)c2c(=O)n(C)c(=O)n(C)c2n1 (stereo not drawn) : -15	690	4.2	1.8	7.6	-0.1	1111	i	36	1.1	-0.24	0.76	-0.59	0.11	1229	1.1	-4%	/	/
